mIDH1 inhibitor – blocks human mutant IDH1 R132H enzyme; IDH1-R132H enzyme, NADPH consumption, diaphorase/resazurin fluorescence; Potency, µM (top dose mostly 76.6 µM), without a hit: at the top dose activity change, negative = inhibition, most hits filed as inhibitors; hit rate 0.093% among 390,000; AID 602179; also: potency is read from the fitted curve at half-maximal effect; % is scaled to controls: 0 for no effect and ±100 for the full control effect; nearly all actives have a fitted effect of over 65% in size
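IDH1-R132H (0.5 ug/mL) preincubated 30 min with compound, then NADPH (0.016 mM) and alpha-KG (2 mM) added; 80 min at RT, pH 7.5. Remaining NADPH coupled via diaphorase/resazurin to fluorescence (540/590 nm); concentration-response curves normalized to no-enzyme control.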
TrxR1 substrate – is turned over as a substrate by rat TrxR1; purified TrxR1 substrate turnover, NADPH consumption readout; Potency, µM (top dose mostly 114 µM), inactives show at the top dose activity change, negative = substrate turnover; hit rate 0.01% among 390,000; also: potency is read from the fitted curve at half-maximal effect; % is scaled to controls: 0 for no effect and ±100 for the full control effect; nearly all actives have a fitted effect of over 50% in size
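Rat TrxR1, dispensed at 90 nM, was prereduced with 400 uM NADPH (final) for 5 min at ~22 deg C, then incubated with compound 15 min before 400 uM selenite. A first-read NADPH fluorescence drop versus no-compound background flagged substrates.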
Vif-A3G inh – inhibitors of Vif-APOBEC3G interaction; HeLa A3G-eYFP + Vif (tagged APOBEC3G with the HIV-1 protein that degrades it), YFP fluorescence, overnight; Potency, µM (top dose mostly 46.1 µM), without a hit: top-dose activity, negative = active, actives largely listed as inhibitors; hit rate 0.076% among 410,000; AID 602310;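 also: potency is read from the fitted curve at half-maximal effect; % is scaled to controls: 0 for no effect and ±100 for the full control effect; nearly all actives have a fitted effect of over 60% in size; hits raise eYFP signal because A3G escapes Vif-driven loss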
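HeLa cells stably expressing Vif and C-terminally eYFP-tagged A3G, seeded overnight at 37 deg C, then exposed to compound by pintool overnight at 37 deg C. Rise in yellow fluorescence (Ex 488/Em 500-530, Acumen) marks blocked Vif-driven A3G degradation.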
USP1-UAF1 inh – blocks the human USP1/UAF1 deubiquitinase complex; O94782; recombinant USP1/UAF1, Ub-Rhodamine cleavage fluorescence; Potency, µM (doses to about 57.1 µM), for the others: at the highest dose activity change, negative = inhibition, most hits filed as inhibitors; hit rate 0.23% among 390,000; also: potency is read from the fitted curve at half-maximal effect; % is scaled to controls: 0 for no effect and ±100 for the full control effect; nearly all actives have a fitted effect of over 60% in size; inactives centre near -12
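Step one: compound is pinned into 1nM USP1/UAF1 in HEPES pH 7.8 buffer with TCEP. Step two: 15 min room-temperature incubation. Step three: Ub-Rho (150nM final) starts cleavage, tracked by fluorescence over six one-minute reads.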
GRP78 ERSR act – ER stress response induction in glioma; AID 602332; Potency, µM, for inactives: at the highest dose activation, actives largely listed as activators; hit rate 0.02% among 420,000; U87-MG GRP78 promoter luciferase reporter, 16 h; also: potency is read from the fitted curve at half-maximal effect; series mostly up to about 76 µM; % of control where 0% means no effect; nearly all actives have a fitted effect of over 35% in size
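ERSR induction read as luciferase luminescence (Bright-Glo, 10 min at room temperature) in stably transfected human U87-MG glioma cells exposed to compounds for 16 h, using GRP78 as sensor.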
PI4K2A block – blocks human PI4K2A kinase activity; activity change, negative = inhibition, % at 76.9 µM; purified PI4K2A, ADP-Glo luminescence, 1 h; hits give low values; hit rate 0.13% among 420,000; in the data active = activity change below about -50%; inconclusive = mostly about -30% to -49%;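 also: -100% = wells without enzyme as full effect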
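ADP-Glo luminescence measured ADP generated by PI4K2A enzyme (4 ug/mL before mixing) with 1.2 mM PI substrate (pre-mix) and 300 microM ATP (pre-mix). Tris pH7.5 buffer with MgCl2, Triton X-100; 1 h reaction at ambient temperature.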
LDHA inh – LDHA (human) enzyme inhibition; purified LDHA, NADH/diaphorase-resazurin fluorescence; hits give low values; activity change, % (values are at about 110 or 230 µM); hit rate 0.15% among 480,000; in the data active = activity change below about -30%; inconclusive = mostly about -25% to -30%;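 also: plate controls were DMSO wells for no effect and wells without enzyme for full effect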
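Human LDH5 at 2 nM final in Tris HCl pH 7.4 with 0.06 mM NADH and 0.2 mM pyruvate, reacted 5 minutes at room temperature. Remaining NADH coupled via diaphorase/resazurin; resorufin fluorescence read at 0 and 20 minutes, normalized to enzyme-free and DMSO wells.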
RXFP1 ag – agonists of human relaxin receptor RXFP1. HEK293T-RXFP1 cAMP TR-FRET, 30 min; response scale: percent of porcine relaxin response, buffer zero. Potency, µM (titrated, usually from 57.5 µM), without a hit: top-dose activation, hits mostly activators. hit rate 0.3% among 370,000. AID 2676; also: potency is read from the fitted curve at half-maximal effect; % is scaled to controls: 0 for no effect and ±100 for the full control effect; nearly all actives have a fitted effect of over 60% in size; many of its hits are not listed in these tables
Target sequence (Q9HBX9 whole entry, looked up): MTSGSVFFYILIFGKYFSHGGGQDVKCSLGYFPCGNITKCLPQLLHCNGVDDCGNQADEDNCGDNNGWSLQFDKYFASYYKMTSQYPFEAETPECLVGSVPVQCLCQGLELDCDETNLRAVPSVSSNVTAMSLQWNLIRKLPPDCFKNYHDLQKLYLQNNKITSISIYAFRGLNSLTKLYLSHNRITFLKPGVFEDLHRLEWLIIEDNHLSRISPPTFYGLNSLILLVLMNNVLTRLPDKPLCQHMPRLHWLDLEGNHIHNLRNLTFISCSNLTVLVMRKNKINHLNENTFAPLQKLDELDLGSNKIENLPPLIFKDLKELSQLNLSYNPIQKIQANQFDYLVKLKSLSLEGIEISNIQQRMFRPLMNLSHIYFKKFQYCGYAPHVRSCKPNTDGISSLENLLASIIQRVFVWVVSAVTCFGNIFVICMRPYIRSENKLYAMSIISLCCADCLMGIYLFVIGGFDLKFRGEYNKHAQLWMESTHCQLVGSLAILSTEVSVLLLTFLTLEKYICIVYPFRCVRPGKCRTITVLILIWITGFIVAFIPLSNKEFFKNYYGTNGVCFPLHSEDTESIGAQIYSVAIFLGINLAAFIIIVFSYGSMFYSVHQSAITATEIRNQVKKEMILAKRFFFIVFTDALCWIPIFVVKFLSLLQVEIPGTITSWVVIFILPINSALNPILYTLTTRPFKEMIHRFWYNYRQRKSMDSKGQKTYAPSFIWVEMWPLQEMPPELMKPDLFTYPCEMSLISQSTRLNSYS
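HEK293 cells stably expressing RXFP1, treated 30 min at 37C with compounds plus PDE4 inhibitor Ro 20174; cAMP measured by HTRF TR-FRET. Normalized to buffer and 29 nM porcine relaxin; EC50 by Hill fit.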
Vif-A3F inh – inhibitors of Vif-A3F interaction; HeLa A3F-eYFP + Vif (tagged APOBEC3F with the HIV-1 protein that degrades it), YFP fluorescence increase; Potency, µM (doses to about 46.1 µM), for inactives: at the top dose activity, negative = active; hit rate 0.2% among 390,000; AID 602313; also: potency is read from the fitted curve at half-maximal effect; % of control where 0% means no effect; nearly all actives have a fitted effect of over 65% in size
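Fluorescence increase (Ex 488/Em 500-530) after overnight compound treatment at 37 deg C flags inhibition of Vif-driven A3F-eYFP loss in stable HeLa A3F-eYFP/Vif cells seeded overnight beforehand.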
* = called active by the depositor; ? = inconclusive; . = not tested or not shown; & = joins results of further samples; [ ] = remark or other dose. Unless noted, calls follow the shape of the dose curve; as a rule, active = well fitted curve in the direction sought with a large enough effect; inconclusive = small, poorly fitted or top-dose-only effect, or another doubt; inactive = no such curve, though single readings can be large; an effect the other way counts as inactive or inconclusive. Only part of the results is shown. The share of hits here may be higher or lower than overall.

[1] COc1ccc(Cl)cc1NC(=O)C1CCN(S(=O)(=O)c2ccc3c(c2)CCCN3C(=O)C2CCC2)CC1
[2] O=C(COC(=O)C1CCN(c2ccc(C(F)(F)F)cn2)CC1)NC1CCCCC1
[3] CCCc1c(C)nn(C(=O)/C(C#N)=N/Nc2ccccc2[N+](=O)[O-])c1C
[4] COc1ccccc1-c1nnc(Sc2nc([N+](=O)[O-])nn2C)o1
[5] O=C(COC(=O)CNC(=O)c1ccco1)NCc1ccc(F)cc1
[6] Cc1ccc(C)c(NC(=O)CN(C)C(=O)Cc2ccccc2)c1
[7] CCOC(=O)/C(C#N)=C/c1ccc(OCC(=O)Nc2ccc(C)c(C)c2)c(OC)c1
[8] COc1ccc(/C=C2\N=C(c3ccccc3)N(c3ccc(C(=O)O)cc3)C2=O)cc1OC
Assay by compound	1	2	3	4	5	6	7	8
mIDH1 inhibitor	-8.4%	-0.3%	-1.0%	5.1%	-4.9%	1.8%	7.1%	-22.4%
TrxR1 substrate	1.2%[57.1 µM]	-4.7%	-11.1%	3.2%	-3.3%[57.1 µM]	6.4%[57.1 µM]	9.9%	-4.8%
Vif-A3G inh	-1.9%	-0.9%	9.7%	-18.3%	-3.3%	-0.4%	1.7%	-0.7%
USP1-UAF1 inh	-6.4%	-6.7%	-8.2%	-11.4%	13.5%	-5.8%	-8.7%	-24.5%
GRP78 ERSR act	-1.5%	-1.5%	3.0%	-5.0%	-5.3%	-2.3%	-3.4%	1.5%
PI4K2A block	2.3	-2.5	1.4	42.7	3.1	-19.6	-6.9	10.0
LDHA inh	-3.6	-4.2	-0.7	24.8	-10.7	0.0	5.2	-6.0
RXFP1 ag	1.1%	1.1%	-1.2%	2.4%	-1.2%	0.1%	2.6%	0.1%
Vif-A3F inh	2.1%	8.3%	13.1%	10.9%	4.2%	-0.4%	2.7%	1.8%

[9] CCCc1cc(=O)oc2cc(OC(=O)CN3C(=O)NC4(CCCC4)C3=O)ccc12
[10] CCc1nc2ccc(C(=O)NCc3ccccc3C)cc2nc1CC
[11] COCc1cc(=O)n2[nH]cc(-c3ccccc3)c2n1
[12] CCOc1ccc2[nH]c(=O)c(CN(Cc3cccs3)Cc3nnnn3C(C)(C)C)cc2c1
[13] CCN(CC)C(=O)COc1coc(CN2CCN(Cc3ccccc3)CC2)cc1=O
[14] COC(=O)[C@@H](NC(=O)NC1CCCCC1C)C(C)C (some centres not stated)
[15] COc1ccc(C(=O)NCCc2ccccn2)cc1S(=O)(=O)Nc1ccc(Br)cc1
[16] C=CCn1c(SCC(=O)N2CCN(C(=O)OCC)CC2)nc2c([nH]c3ccccc32)c1=O
Assay by compound	9	10	11	12	13	14	15	16
mIDH1 inhibitor	0.3%	-1.9%	11.8%	1.3%	-1.2%	3.9%	0.0%	7.0%
TrxR1 substrate	396.4%[activator]	-4.5%[57.1 µM]	54.1%[activator][57.1 µM]	10.3%	-2.1%	8.5%	-8.0%	.
Vif-A3G inh	1.7%	-0.9%	-6.1%	?	1.1%	-5.7%	-1.1%	-0.5%
USP1-UAF1 inh	-1.8%	-13.5%	-14.7%	0.2%	-15.6%	-20.4%	1.1%	-24.2%
GRP78 ERSR act	0.8%	-0.4%	-1.5%	-3.2%	-3.3%	-0.5%	0.4%	-2.0%
PI4K2A block	9.4	-1.9	-2.0	3.3	1.1	3.3	-0.4	-1.1
LDHA inh	-6.2&4.1	4.9&0.7	2.0	-1.3	-0.8	0.8	-5.0	-1.9
RXFP1 ag	1.0%	3.9%	2.5%	5.9%	-1.0%	1.6%	0.9%	.
Vif-A3F inh	-16.6%	1.3%	-18.3%	-7.3%	-6.9%	-2.7%	1.1%	0.5%

[17] O=C(C[C@@H]1C/C=C\CCCC(=O)OC[C@@H]2CCCN2C1=O)NCCO
[18] O=C(COC(=O)C1CC2C=CC1C2)Nc1ccccc1 (configuration not stated)
[19] Cc1nc2sc(-c3ccccc3)cc2c(=O)n1-n1cccc1
[20] COc1ccc(C(=O)COC(=O)c2cccnc2SC)cc1
[21] O=C1CC(=C(c2ccccc2)c2ccccc2)C(=O)N1CCCCN1CCN(c2ccccc2)CC1
[22] N#CC(Cc1cccs1)c1nc2ccccc2[nH]1 (configuration not stated)
[23] C/C(=N\N)c1c(-c2ccccc2)c2cc(C)ccc2[nH]c1=O
[24] O=C(NC(NC(=S)Nc1cccc(C(=O)O)c1)C(Cl)(Cl)Cl)OCc1ccccc1 (configuration not stated)
[25] Cc1ccc(NC(=O)c2cn(-c3cccc(C)n3)cn2)cc1
[26] CCN1C(=O)[C@@H]2[C@@H](c3ccc(-c4ccc(C(C)=O)cc4)c(OC)c3)N3CCC[C@@]3(C(=O)OC)[C@@H]2C1=O
Assay by compound	17	18	19	20	21	22	23	24	25	26
mIDH1 inhibitor	-12.5%	-0.5%	5.9%	1.1%	5.6%	-2.0%	2.7%	18.2%	1.8%	-6.7%
TrxR1 substrate	2.2%	-0.1%	-9.2%	3.3%[57.1 µM]	-10.7%	.	-8.3%	11.6%[57.1 µM]	5.7%[57.1 µM]	6.8%[57.1 µM]
Vif-A3G inh	0.1%	-4.3%	1.2%	0.7%	2.3%	-12.5%	-8.6%	2.5%	-0.3%	0.3%
USP1-UAF1 inh	-22.0%	-18.2%	1.1%	-8.4%	-15.3%	-34.2%	-8.1%	-4.7%	-4.7%	24.2%
GRP78 ERSR act	-2.2%	3.5%	-3.1%	-1.8%	-5.2%	4.2%	-1.4%	-0.4%	1.3%	-0.1%
PI4K2A block	0.6	1.7	-1.5	4.9	1.6	-1.3	2.6	6.0	-5.8	-3.9
LDHA inh	0.0	-7.3	-5.0	-4.0	4.5	-0.5	-3.9	-4.1	-2.7	-11.2
RXFP1 ag	.	0.4%	1.0%	16.3%	-0.7%	.	-1.9%	3.5%	0.5%	1.6%
Vif-A3F inh	-1.4%	3.1%	.	19.2%	2.8%	-8.4%	4.2%	10.9%	2.7%	8.0%

Some of the entries above, set out differently.
Screens in order – mIDH1 inhibitor | TrxR1 substrate | Vif-A3G inh | USP1-UAF1 inh | GRP78 ERSR act | PI4K2A block | LDHA inh | RXFP1 ag | Vif-A3F inh
17: O=C(C[C@@H]1C/C=C\CCCC(=O)OC[C@@H]2CCCN2C1=O)NCCO
→ -12.5% | 2.2% | 0.1% | -22.0% | -2.2% | 0.6 | 0.0 | . | -1.4%
18: O=C(COC(=O)C1CC2C=CC1C2)Nc1ccccc1 (configuration not stated)
→ -0.5% | -0.1% | -4.3% | -18.2% | 3.5% | 1.7 | -7.3 | 0.4% | 3.1%
19: Cc1nc2sc(-c3ccccc3)cc2c(=O)n1-n1cccc1
→ 5.9% | -9.2% | 1.2% | 1.1% | -3.1% | -1.5 | -5.0 | 1.0% | .
20: COc1ccc(C(=O)COC(=O)c2cccnc2SC)cc1
→ 1.1% | 3.3%[57.1 µM] | 0.7% | -8.4% | -1.8% | 4.9 | -4.0 | 16.3% | 19.2%
21: O=C1CC(=C(c2ccccc2)c2ccccc2)C(=O)N1CCCCN1CCN(c2ccccc2)CC1
→ 5.6% | -10.7% | 2.3% | -15.3% | -5.2% | 1.6 | 4.5 | -0.7% | 2.8%
22: N#CC(Cc1cccs1)c1nc2ccccc2[nH]1 (configuration not stated)
→ -2.0% | . | -12.5% | -34.2% | 4.2% | -1.3 | -0.5 | . | -8.4%
23: C/C(=N\N)c1c(-c2ccccc2)c2cc(C)ccc2[nH]c1=O
→ 2.7% | -8.3% | -8.6% | -8.1% | -1.4% | 2.6 | -3.9 | -1.9% | 4.2%
24: O=C(NC(NC(=S)Nc1cccc(C(=O)O)c1)C(Cl)(Cl)Cl)OCc1ccccc1 (configuration not stated)
→ 18.2% | 11.6%[57.1 µM] | 2.5% | -4.7% | -0.4% | 6.0 | -4.1 | 3.5% | 10.9%
25: Cc1ccc(NC(=O)c2cn(-c3cccc(C)n3)cn2)cc1
→ 1.8% | 5.7%[57.1 µM] | -0.3% | -4.7% | 1.3% | -5.8 | -2.7 | 0.5% | 2.7%

An excerpt of these results, as a markdown table.
| No. | SMILES | mIDH1 inhibitor | TrxR1 substrate | Vif-A3G inh | USP1-UAF1 inh | GRP78 ERSR act | PI4K2A block | LDHA inh | RXFP1 ag | Vif-A3F inh |
| --- | --- | --- | --- | --- | --- | --- | --- | --- | --- | --- |
| 24 | O=C(NC(NC(=S)Nc1cccc(C(=O)O)c1)C(Cl)(Cl)Cl)OCc1ccccc1 (configuration not stated) | 18.2% | 11.6%[57.1 µM] | 2.5% | -4.7% | -0.4% | 6.0 | -4.1 | 3.5% | 10.9% |
| 25 | Cc1ccc(NC(=O)c2cn(-c3cccc(C)n3)cn2)cc1 | 1.8% | 5.7%[57.1 µM] | -0.3% | -4.7% | 1.3% | -5.8 | -2.7 | 0.5% | 2.7% |

Bioassay records (PubChem BioAssay)
